# FN deposit inh – fibronectin deposition inhibition; AH1F fibroblasts, Alexa488-fibronectin deposition fluorescence, overnight; inhibition, % at 12.6 µM; hit rate 0.086% among 350,000; AID 743247;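 active = mean inhibition across replicates of 30% or more, regardless of how many single replicates reach that level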;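 also: positive control wells lacked labelled fibronectin entirely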
#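 material = AH1F fibroblast monolayer depositing Alexa488-labelled fibronectin into matrix | amount = 10000 AH1F cells/well | buffer or medium = DMEM plus 2% serum, read in PBS | incubation = 1 h cell adhesion before compound, then overnight fibronectin incubation | detection = fluorescence at 485 nm excitation, 525 nm emission | evaluation = percent inhibition as loss of matrix-bound fibronectin fluorescence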
# SIRT5 block – inhibitors of human sirtuin-5 desuccinylase; inhibition, % at 15 µM; hit rate 1.1% among 330,000; Q9NXA8; Purified SirT5, succinyl-peptide AMC, trypsin-coupled fluorescence; in the data active = inhibition above about 15%
# Target sequence (Q9NXA8 whole entry, looked up): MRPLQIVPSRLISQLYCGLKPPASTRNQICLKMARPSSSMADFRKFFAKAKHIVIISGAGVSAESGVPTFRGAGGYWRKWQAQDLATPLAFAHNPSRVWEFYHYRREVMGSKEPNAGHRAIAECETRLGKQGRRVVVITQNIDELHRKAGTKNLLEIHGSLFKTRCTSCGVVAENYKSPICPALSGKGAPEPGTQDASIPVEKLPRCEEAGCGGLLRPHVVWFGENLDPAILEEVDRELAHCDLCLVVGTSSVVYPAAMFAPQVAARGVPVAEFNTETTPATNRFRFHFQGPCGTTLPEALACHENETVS
# Statin myotox sup – suppression of simvastatin myotoxicity. C2C12 myotubes + simvastatin, ATP luminescence, 48 h; scaled: DMSO 0, geranylgeraniol control 100. rescue of ATP level, % at 7.49 µM. hit rate 0.78% among 330,000. AID 602340;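 active = mean ATP rescue above about 67%, or every replicate alone reaching that limit, limit read from the data, passing the limit was not always enough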;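 also: myotubes were challenged with 10 µM simvastatin during compound exposure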
# S100A4 inh HTS – inhibitors of human S100A4 binding to myosin IIA peptide; S100A4/TAMRA-MyoIIA peptide fluorescence polarization; inhibition, % at 10.7 µM; hit rate 0.14% among 360,000;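 active = mean inhibition of at least 70% across replicates, with every replicate also reaching that level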
# Target sequence (P26447 whole entry, looked up): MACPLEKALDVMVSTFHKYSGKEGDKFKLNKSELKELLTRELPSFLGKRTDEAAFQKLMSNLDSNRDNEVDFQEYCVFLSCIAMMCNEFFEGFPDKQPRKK
#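 Material: S100A4 monomer protein / Buffer or medium: 50 mM HEPES pH 7.2, 10 mM CaCl2, 100 mM KCl / Times: 5 min incubation before reading / Benchmarks: neutral control DMSO, positive control TFP / Reagent: labelled myosin peptide probe, 5 nM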
# esBAF inh – SWI/SNF esBAF complex inhibition. reporter increase, % at 12.5 µM. AID 602393. mouse ES cells, Bmi1-luciferase knock-in reporter, 24 h; 100% = twice the neutral-well signal. hit rate 2% among 350,000; in the data active = activation above about 40%;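 also: 0% = median of the plate's neutral control wells and 100% = double that signal; a rise in the Bmi1 reporter signal indicates esBAF inhibition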
# CASP6 VEID inh – blocks human caspase-6 cleavage activity; hit rate 0.53% among 350,000; purified caspase-6, Z-VEID-R110 cleavage fluorescence; P55212; AID 686996; inhibition, % at 12.5 µM;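 active = mean inhibition across replicates at least about 35%, with every replicate also reaching that limit, limit read from the data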;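 also: 0% = median of neutral control wells and 100% = no fluorescence left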
# Target sequence (P55212 24-179 limits assumed): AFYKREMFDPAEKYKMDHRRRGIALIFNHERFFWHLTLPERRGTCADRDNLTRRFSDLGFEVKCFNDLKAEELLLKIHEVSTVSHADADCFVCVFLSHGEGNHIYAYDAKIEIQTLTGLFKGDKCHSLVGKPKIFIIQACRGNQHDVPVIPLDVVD
# Target sequence (P55212 194-293 limits assumed): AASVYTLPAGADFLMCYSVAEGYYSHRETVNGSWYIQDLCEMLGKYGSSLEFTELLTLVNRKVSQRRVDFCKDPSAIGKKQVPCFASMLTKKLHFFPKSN
# LGR2 inh – blocks bursicon-induced cAMP signaling via Drosophila LGR2. hit rate 0.35% among 380,000. HEK293 LGR2, CRE-luciferase, bursicon-stimulated, 4 h. inhibition, % at 9.99 µM;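 active = drop in luminescence signal, shown as inhibition above about 50% in the replicate tests, limit read from the data, passing the limit was not always enough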;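 also: agonist challenge used bursicon conditioned medium at about half maximal strength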
# * hit, by the source's call; x = no result given. Some of the compounds tested; count on the stated rates, not on these rows.
# Values in the order: FN deposit inh, SIRT5 block, Statin myotox sup, S100A4 inh HTS, esBAF inh, CASP6 VEID inh, LGR2 inh
CC1Cc2ccccc2N1C(=O)CSc1nncn1C (configuration not stated)
    10, -3, 2, -9, -10, -2, 5
CCC(C)NC(=O)Cn1cnc2sc(C)c(S(=O)(=O)N3CCN(c4ccccc4OC)CC3)c2c1=O (configuration not stated)
    -11, 0, -5, 0, -5, 0, 3
Cc1ccc2oc(=O)n(Cc3ccccc3OC(C)C)c2c1
    1, x, -10, x, -8, x, x
COc1cc(C(=O)NCC(c2ccc(F)cc2)N2CCOCC2)ccc1OCc1ccccc1Cl (configuration not stated)
    3, -5, -25, 9, -9, 1, 13
O=C(COc1ccccc1Cl)NC(=S)Nc1ccccc1N1CCCC1
    -9, -16, -2, -1, 6, -7, -1
Cc1ccc(Cl)cc1-c1cc(C(=O)N2CCc3ccccc3C2)[nH]n1
    -7, 0, -6, -8, 1, -6, -10
COc1ccc2c3c([nH]c2c1)[C@H](CO)NCC31CCN(C(=O)Nc2ccccc2F)CC1
    0, 4, x, -25, x, x, 18
CC(C)NC(=O)N1CCCCN2[C@H](CO)[C@H](c3ccc(Br)cc3)[C@H]2C1
    x, 0, -13, 15, -1, 4, 8
Cc1c(C(=O)NCc2cccc(C(F)(F)F)c2)sc(=O)n1Cc1ccc(S(=O)(=O)N(C)C)cc1
    -3, x, 23, -1, -17, 0, -5
COc1ccc(NC(=S)N2CCc3cc(OC)c(OC)cc3C2)cc1
    6, -2, x, 2, x, 0, 5
O=C(N[C@H](c1cccc(Br)c1)[C@@H]1CCCC=C1c1ccccc1)C(F)(F)F
    7, -2, x, -18, x, 0, 15
CCCC(=O)Nc1ccc2c(c1)OC[C@@H](C)N(C)C[C@H](C)[C@@H](OC)CN(C)C2=O
    4, -6, -10, 2, -3, -1, -7
O=C(C[C@H]1C[C@H]2c3cc(NC(=O)c4cccnc4)ccc3O[C@H]2[C@@H](CO)O1)NCc1ccccc1F
    -1, -2, 2, 10, -4, 1, 8
CCCCNC(=O)C1C(c2ccc(C(F)(F)F)cc2)=Nc2ccccc2N1C(=O)C1CCN(C(C)=O)CC1 (configuration not stated)
    2, x, x, 6, x, 4, -34
COC(=O)c1ccc(NC(=O)CC(=O)Nc2ccc(C(=O)OC)cc2)cc1
    1, 5, -5, -6, -1, 5, 17
CC(=O)Nc1cccc(C(=O)Nc2ccccc2N2CCOCC2)c1
    x, -3, -4, 0, -10, 0, 9
COCCOC(=O)N1C(=O)[C@@]2(c3cc(C#Cc4ccc(OC)cc4)ccc31)[C@H](C(=O)N1CCN(c3ncccn3)CC1)[C@H]1C(=O)O[C@H](c3ccccc3)[C@H](c3ccccc3)N1[C@@H]2c1ccc(OCCO)cc1
    x, 2, x, -6, x, 0, x
O=C(O)CN1C(=O)c2ccc(Oc3ccc([N+](=O)[O-])cc3)cc2C1=O
    2, 2, 5, 0, -6, 1, 3
COc1ccc(S(=O)(=O)N2CC[C@@H]3[C@H]2c2cc(C#Cc4cccc(OC)c4)ccc2N[C@@H]3CO)cc1
    4, 7, 11, -4, 2, 2, 0
O=C(Cn1c(=O)oc2cc(S(=O)(=O)N3CCc4ccccc43)ccc21)NC1CCCC1
    -3, x, 13, -1, -37, 0, -8
CCCNC(=O)C[C@@H]1C[C@H]2c3cc(NC(=O)Cc4ccncc4)ccc3O[C@H]2[C@H](CO)O1
    -10, x, 0, x, 7, x, 15
Cc1ccc(C)c(OCC(=O)Nc2c(C)n(C)n(-c3ccccc3)c2=O)c1
    -7, 5, 9, -2, -2, -12, -3
Cc1c(C(=O)N2CCc3ccccc32)oc2ccccc12
    3, x, -40, x, -13, x, -14
CCCn1c(SCC(=O)c2cc(C)n(-c3ccc4c(c3)OCO4)c2C)n[nH]c1=O
    -10, x, x, -1, x, 13, -10
CN(C)c1cccc(C(=O)NN2C(=O)NC3(CCCCC3)C2=O)c1
    1, -2, -2, -9, 43*, 0, -35
Cc1cc2oc(C(=O)NCc3ccccc3)cc(=O)c2cc1C
    4, -3, -39, 0, -7, -2, -1
CO[C@@H]1CN(C)C(=O)c2ccc(NC(=O)CC(F)(F)F)cc2OC[C@H](C)NC[C@H]1C
    -14, 2, x, -45, x, 0, 10
COCC#Cc1ccc2c(c1)O[C@H](CN(C)C(=O)c1ccccc1F)[C@@H](C)CN([C@H](C)CO)S2(=O)=O
    0, x, -10, x, 5, x, -3
Cn1c(N/N=C/c2cccs2)nc2c1c(=O)n(Cc1ccccc1)c(=O)n2C
    1, x, 1, x, 32, x, 2
CC(C)(C)c1ccc(C(O)c2ncc(-c3ccc4ccccc4c3)[nH]2)cc1 (configuration not stated)
    2, -1, 10, 1, -2, -2, -17
NC(=O)COC(=O)c1ccc2c(c1)S(=O)(=O)N=C1CCCCCN12
    0, 5, x, 38, x, 2, -25
Cc1ccc(S(=O)(=O)N2CCN(c3ncnc4ccccc34)CC2)cc1
    -6, -4, -2, -3, -21, 4, -2
O=C(NC1CCCC1)[C@H]1[C@H](CO)[C@H]2Cn3c(ccc(-c4ccncc4)c3=O)[C@H]2N1CC1CC1
    x, 3, 0, 2, 1, -1, -4
COc1ccc(CCNS(=O)(=O)c2ccc(-n3cnnn3)cc2)cc1OC
    -3, -1, -6, 2, -4, -4, 1
NC(=O)Nc1ccc(C(=O)OCC(=O)c2c[nH]c3ccccc23)cc1
    7, -1, 5, 0, 1, -6, -67
Nc1cc(=O)n(Cc2ccccc2)c(=O)n1-c1ccc(Cl)cc1
    -6, -1, -6, 1, -3, 6, x
COc1ccc(CN(C)C[C@@H]2OCCCC[C@H](C)Oc3ccc(NC(=O)NC4CCCCC4)cc3C(=O)N([C@@H](C)CO)C[C@H]2C)cc1
    -11, 2, x, -9, -5, -1, 4
CC(C)(C)C(=O)NC(n1cnc2c(N3CCOCC3)ncnc21)C(Cl)(Cl)Cl (configuration not stated)
    x, -1, -1, 24, 4, -1, 3
Cc1ccc(S(=O)(=O)N2CCOCC2)cc1C(=O)OCC(=O)N1CCCC1=O
    1, x, x, 14, x, 0, 2
O=C(Nc1ccc(S(=O)(=O)Nc2nccs2)cc1)c1cc(-c2ccncc2)nc2ccccc12
    3, 2, x, -4, x, 2, -6
Cc1noc(C)c1NC(=O)Nc1ccc2c(c1)C(=O)N(C)[C@@H]1CC[C@@H](CC(=O)N(C)C)O[C@@H]1CO2
    x, 1, -1, 8, -2, -3, -2
C[C@@H]1CN([C@@H](C)CO)C(=O)c2cccc(NC(=O)CCCCCC(=O)Nc3ccccc3N)c2O[C@H]1CN(C)C(=O)Nc1cccc2ccccc12
    x, 7, x, 37, x, 0, 2
C[C@@H]1CN([C@H](C)CO)C(=O)c2cc(/C=C/c3ccccc3)cnc2O[C@H]1CN(C)Cc1ccncc1
    x, -10, 15, 4, 1, 2, 13
O=C(Nc1cc(Cl)ccc1Cl)c1noc2c1CCCC2
    -3, -1, -7, 4, 6, 0, -20
COC(=O)c1ccc(N)c2c(N)ccc(C(=O)OC)c12
    7, x, x, 6, x, 1, 7
Cc1cc(NC(=O)CN2CCN(C)CC2)no1
    25, 0, x, -4, x, 1, 6
CC(=O)NS(=O)(=O)c1ccc(NC(=O)CC23CC4CC(CC(Br)(C4)C2)C3)cc1
    -10, 0, -2, -2, -7, 4, 3
Nc1[nH]n(-c2ccccc2)c(=O)c1N=Nc1ccc2c(c1)OCO2
    8, -1, 20, 10, 33, x, -90
CO[C@@H]1CN(C)C(=O)c2ccc(NC(C)=O)cc2OC[C@@H](C)N(Cc2ccccn2)C[C@H]1C
    1, 2, 0, 13, -3, 0, -10
C[C@H]1CN([C@@H](C)CO)C(=O)c2cc(C#CC3CCCC3)cnc2O[C@H]1CN(C)Cc1ccncc1
    -10, -6, -11, -7, -6, 5, 14
COCc1c(C(=O)NCc2ccccc2CN2CCCC2)oc2ccccc12
    -1, -1, -13, 1, -1, -6, 3
CCC(=O)Nc1ccc(C(=O)NNC(=O)c2ccc(C)cc2)cc1
    -3, 10, -10, -5, 9, -1, 12
Cc1c(Cl)cccc1Nc1nc(N)nc(CSC(=S)N2CCOCC2)n1
    -4, -5, x, 0, x, -4, x
Cc1nc(N2CCC(C)CC2)c2c(C)c(C(=O)Nc3ccccc3C(F)(F)F)sc2n1
    7, -5, x, 3, x, 0, -9
CCC(=O)Nc1ccc2c(c1)C(=O)N(C)C[C@H](OC)[C@H](C)CN(Cc1cncnc1)[C@@H](C)CO2
    8, x, 3, x, -6, x, 2
CC(C)NC(=O)Nc1ccc2c(c1)CC(=O)N([C@H](C)CO)C[C@@H](C)[C@H](CN(C)S(=O)(=O)c1cn(C)cn1)O2
    x, -7, -24, 6, -4, 0, 5
C[C@@H]1CN([C@H](C)CO)C(=O)c2cccc(NC(=O)c3ccc(-c4nccs4)cc3)c2O[C@@H]1CN(C)C(=O)Nc1ccc2c(c1)OCO2
    x, 7, -14, 1, 2, 0, -19
CN(Cc1ccccc1)C(=O)CN1C(=O)c2ccccc2S1(=O)=O
    -2, 0, -2, 0, -11, 2, -28
CC(C)C1Oc2ccccc2N(CC(=O)NCCCN2C(C)CCCC2C)C1=O (configuration not stated)
    x, -2, x, -26, x, -1, -7
CC(C)NC(=S)Nc1ccc2nc3n(c(=O)c2c1)CCCCC3
    14, x, -12, 2, 2, 2, -19

# Entries above with two or more sulfur atoms, in the order listed:
# Values in the order: FN deposit inh, SIRT5 block, Statin myotox sup, S100A4 inh HTS, esBAF inh, CASP6 VEID inh, LGR2 inh
CCC(C)NC(=O)Cn1cnc2sc(C)c(S(=O)(=O)N3CCN(c4ccccc4OC)CC3)c2c1=O (configuration not stated)
    -11, 0, -5, 0, -5, 0, 3
Cc1c(C(=O)NCc2cccc(C(F)(F)F)c2)sc(=O)n1Cc1ccc(S(=O)(=O)N(C)C)cc1
    -3, x, 23, -1, -17, 0, -5
O=C(Nc1ccc(S(=O)(=O)Nc2nccs2)cc1)c1cc(-c2ccncc2)nc2ccccc12
    3, 2, x, -4, x, 2, -6
Cc1c(Cl)cccc1Nc1nc(N)nc(CSC(=S)N2CCOCC2)n1
    -4, -5, x, 0, x, -4, x

# Following part.
# Values in the order: FN deposit inh, SIRT5 block, Statin myotox sup, S100A4 inh HTS, esBAF inh, CASP6 VEID inh, LGR2 inh
Cc1ccc(S(=O)(=O)CCC(O)c2ccc(Cl)cc2)cc1 (configuration not stated)
    1, 2, 2, -3, -3, -5, 11
CCC(=O)NC(c1ccc(N(C)C)cc1)c1c(O)ccc2ccccc12 (configuration not stated)
    -2, -1, 7, -4, 0, -2, -17
O=C(c1ccc(CS(=O)c2ccccc2Cl)o1)N1CCN(c2ccccc2)CC1 (configuration not stated)
    -1, -1, -169, 2, -38, 3, -6
CN(C(=O)CSc1nc(N)cc(N)n1)C1CCS(=O)(=O)C1 (configuration not stated)
    -2, -1, 3, -1, -4, -2, 4
CCN(CC)S(=O)(=O)c1cccc(NC(=O)COC(=O)C2=COCCO2)c1
    -2, -4, 5, -1, 6, -1, 2
CCCC#Cc1ccc([C@H]2[C@@H](CO)N3C(=O)CN(C(=O)Nc4ccc(F)cc4)C[C@H]23)cc1
    x, -3, x, -11, x, -2, 14
CC1CCCC(NC(=O)CCCn2c(=S)[nH]c3ccccc3c2=O)C1C (configuration not stated)
    -15, -3, x, 0, x, -3, -7
CCOC(=O)c1c(NC(=O)C(C)NCc2ccco2)sc2c1CCC(C)C2 (configuration not stated)
    -3, x, 2, x, -6, x, x
c1ccc(-c2cc(NCCN3CCCCC3)c3ccccc3n2)cc1
    4, -2, 23, -3, -10, x, 3
CCOc1cc(/C=N/NC(=O)c2ccncc2)ccc1OC(=O)c1ccco1
    5, 4, -20, -15, 0, 6, -12
Cc1nn(Cc2ccccc2)c2ncccc12
    1, 1, -4, -16, 6, 1, 11
CCC1CCCCN1C(=O)c1ccc(OC2CCN(C(=O)CCOC)CC2)cc1 (configuration not stated)
    -4, -4, 17, -2, 8, -4, 4
O=C(O)CCS(=O)(=O)c1cc(Br)cc2c1N(C(=O)C1CC1)CC2
    -11, 0, x, 5, x, 1, 22
COc1cccc(C(=O)NCCCNC(=O)c2cccc(OC)c2)c1
    5, 1, 18, 1, -4, -4, 6
